High-throughput results deposited in PubChem by National Center for Advancing Translational Sciences (NCATS).
TGFb inhibitor = blocks TGF-b signaling | Potency, µM (highest dose often 46.1 µM), inactives show top-dose activity, negative = inhibition, usual class: inhibitors | HepG2 CAGA-GFP TGF-b/SMAD3 reporter, GFP fluorescence, 18 h; TGF-beta stimulated, 500 pg/mL final | 410,000 tested, 1.2% active | AID 588855; note: potency is the fitted concentration of half-maximal effect; % is set by controls: 0 for no effect and ±100 for the full control effect; nearly all actives have a fitted effect of over 65% in size
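Inhibition was scored as loss of TGF-beta-induced (500 pg/mL final, 18 hours, 37 degrees C) GFP in HEPG2 cells carrying a CAGA-GFP reporter, in DMEM with 1% FBS. Well GFP was summed per cell; Activity was normalised to unstimulated and stimulated DMSO wells, then concentration-response fitting.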
HepG2 viability = HepG2 cytotoxicity, counter-screen for TGF-b inhibitors; HepG2 CAGA-GFP viability, ATP luminescence, 18 h; Potency, µM (doses to about 46.1 µM), inactives show top-dose activity change, negative = cytotoxicity, hits mostly cytotoxic; 410,000 tested, 0.76% active; AID 588856; note: potency is the fitted concentration of half-maximal effect; some results filed as inactive show a strong effect at the top dose
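HepG2 CAGA-GFP cells (1000/well, DMEM with 1% FBS) received compound, then TGF-beta at 500 pg/mL final, and were incubated 18 hours at 37 degrees C. Viability was read by CellTiter-Glo luminescence. Media-only wells were set as complete cell-killing and DMSO as no toxicity.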
Nrf2 block = Nrf2 pathway inhibition. AID 504444. A549 ARE-Fluc reporter, luciferase luminescence, 18-24 h. Potency, µM (doses to about 46 µM), inactives show at the top dose activity change, negative = inhibition, usual class: inhibitors. 360,000 tested, 2.1% active; note: potency is the fitted concentration of half-maximal effect; % is set by controls: 0 for no effect and ±100 for the full control effect; nearly all actives have a fitted effect of over 60% in size
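In this cell-based qHTS, ARE-driven firefly luciferase in A549 cells reports Nrf2 activity; the luminescent signal after BugLite lysis is the measured value, with a prior CellTiter-Fluor read for cell health.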
IL-1B inflam inh = inhibitors of inflammasome signaling (IL-1 beta secretion). THP-1 LPS/ATP IL-1B secretion, AlphaLISA, 16 h; active compounds read low. activity change, % at 57.5 µM. 360,000 tested, 4.7% active. AID 743279; in the data active = activity change below about -50%; inconclusive = mostly about -30% to -49%; note: % is set by controls: 0 for no effect and ±100 for the full control effect
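THP-1 cells pretreated 1 hr with compounds (up to 57.5 uM final), then stimulated with LPS (250 ng/mL final) plus ATP (1.25 mM final); secreted IL-1B measured by AlphaLISA after 16 hr, decreased signal indicating inhibition.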
Nrf2 ARE act = Nrf2 pathway activation; AID 624171; 410,000 tested, 0.31% active; AREc32 ARE-luciferase reporter (MCF7-derived line), luminescence, 24 h; Potency, µM (series often up to 46.1 µM), without a hit: at the highest dose activation, usual class: activators; note: potency is the fitted concentration of half-maximal effect; % of control where 0% means no effect; nearly all actives have a fitted effect of over 65% in size
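Each well held 1000 AREc32 cells, which were incubated with compound for 24 hr at 37 deg C after overnight attachment, and ARE reporter activity was quantified by firefly luciferase luminescence.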
ATXN2 expr inh = reduces ATXN2 reporter expression in HEK-293 cells | AID 1745845 | 360,000 tested, 0.72% active | HEK-293 ATXN2-luciferase reporter, luminescence, 24 h | Potency, µM (series often up to 57 µM), without a hit: top-dose activity change, negative = inhibition, most hits filed as inhibitors; note: potency is the fitted concentration of half-maximal effect; % is set by controls: 0 for no effect and ±100 for the full control effect; nearly all actives have a fitted effect of over 55% in size
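ATXN2-luciferase reporter cells (luciferase flanked by upstream and downstream ATXN2 gene portions) were treated 24 h at 37 °C with compounds at up to 57 uM. SteadyGlo luminescence gave expression; GF-AFC fluorescence gave viability.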
MCF10A rerep = inducers of DNA re-replication in MCF 10A breast cells; Potency, µM (top dose mostly 46.1 µM), for the others: top-dose activity, positive = re-replication, hits mostly activators; 350,000 tested, 2.9% active; MCF 10A DNA re-replication, Hoechst nuclear intensity, 48 h; note: potency is the fitted concentration of half-maximal effect; % of control where 0% means no effect; nearly all actives have a fitted effect of over 50% in size
S2 tox = viability counter-screen for ATXN expression inhibitors; 400,000 tested, 0.49% active; S2 cells (HEK-293 line with an ATXN2-luciferase reporter) viability, CellTiter-Fluor protease fluorescence, 24 h; Potency, µM (highest dose often 56.7 µM), usual class: cytotoxic; note: potency is the fitted concentration of half-maximal effect; nearly all actives have a fitted effect of over 40% in size
A549 viability = A549 cytotoxicity, counter-screen for Nrf2 inhibitors. A549 ARE-Fluc cells, CellTiter-Fluor viability, 18-24 h. 390,000 tested, 0.16% active. Potency, µM (doses to about 46 µM), for the others: at the top dose activity change, negative = cytotoxicity, actives largely listed as inhibitors. AID 504648; note: potency is the fitted concentration of half-maximal effect; % is set by controls: 0 for no effect and ±100 for the full control effect
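Cytotoxicity counterscreen: CellTiter-Fluor fluorescence was measured in A549 ARE_Fluc cells after 18-24 h of compound exposure in a concentration series. The subsequent BugLite luminescent read reports ARE-luciferase activity.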
* hit, by the source's call; i = inactive; ? = inconclusive; · = not tested or not shown; [ ] = dose if it differs, or a comment. Unless noted, calls come from the whole dose curve; as a rule, active = well fitted curve in the direction sought with a large enough effect; inconclusive = small, poorly fitted or top-dose-only effect, or another doubt; inactive = no such curve, though single readings can be large; an effect the other way counts as inactive or inconclusive. Compounds were not picked by outcome (roughly 8.8% active in at least one column).

SMILES	TGFb inhibitor	HepG2 viability	Nrf2 block	IL-1B inflam inh	Nrf2 ARE act	ATXN2 expr inh	MCF10A rerep	S2 tox	A549 viability
NC(=O)C1CCN(c2oc(-c3cccs3)nc2S(=O)(=O)c2ccc(Br)cc2)CC1	-6%	1%	-36%	-11	0.9%	-23%	-20%	?	-27%
CCc1cc(C(=O)Nc2ncccc2O)sc1C	-3%	-40%	?	16	4.0%	?	-4%	i	-1%
CCCc1n[nH]c(=O)c2c1nnn2Cc1ccccc1F	7%	-4%	?	19	0.0%	3%	-1%	i	-2%
CCN=C(Nc1ccc2c(c1)OCO2)SC1CC(=O)N(c2ccccc2F)C1=O (stereo unspecified)	16%	-5%	-20%	-17	1.6%	0%	0%	i	-13%
Cc1ccc(S(=O)(=O)N2CCOCC2)cc1NC(=O)c1cc([N+](=O)[O-])ccc1N1CCOCC1	-8%	0%	9%	14	-0.6%	-1%	5%	?	-13%
O=C1C=C(c2cccc(Cl)c2)C[C@@H](c2ccc(F)cc2)C1	0%	-3%	-1%	-28	6.6%	3%	?	i	5%
Cc1ccccc1C1C(C#N)=C2N=C(N)c3c(sc4c3CCCCC4)N2C2=C1C(=O)CC(C)(C)C2 (stereo unspecified)	0%	-5%	?	-4	4.3%	3%	24%	i	?
CCN(CC(=O)Nc1cc(Cl)ccc1C)C(=O)CCOc1ccc(C)cc1	?	-23%	-3%	-11	-0.8%	6%	11%	i	-4%
COc1ccc(NC(=O)NCCCCc2ccccc2)cc1OC	8%	2%	0%	3	-0.2%	4%	0%	i	5%
Cc1cccc(Nc2cc(C)c3c(O)cccc3n2)c1C	?	-87%	1%	-101*	-2.8%	2%	?	?	-22%
Cc1ccc(NC(=O)c2cnc3cc(C)ccn3c2=O)c(C)c1	5%	8%	?	·	2.6%	47%[activator]	·	i	-18%
O=C(CCCN1C(=O)c2cccnc2Oc2ccc(Cl)cc21)N1CCCCC1	-3%	1%	6%	0	0.1%	7%	6%	i	-5%

Entries of single compounds, quoted from the list. Order of screens: TGFb inhibitor | HepG2 viability | Nrf2 block | IL-1B inflam inh | Nrf2 ARE act | ATXN2 expr inh | MCF10A rerep | S2 tox | A549 viability
O=C(CCCN1C(=O)c2cccnc2Oc2ccc(Cl)cc21)N1CCCCC1 reads -3% | 1% | 6% | 0 | 0.1% | 7% | 6% | i | -5%
Cc1ccccc1C1C(C#N)=C2N=C(N)c3c(sc4c3CCCCC4)N2C2=C1C(=O)CC(C)(C)C2 (stereo unspecified) reads 0% | -5% | ? | -4 | 4.3% | 3% | 24% | i | ?

(next part)
SMILES	TGFb inhibitor	HepG2 viability	Nrf2 block	IL-1B inflam inh	Nrf2 ARE act	ATXN2 expr inh	MCF10A rerep	S2 tox	A549 viability
NC(=O)c1c(NC(=O)c2ccc(N3C(=O)CCC3=O)cc2)sc2c1CCCC2	30%	-37%	4%	?	-0.8%	·	-8%	i	8%
O=C(Nc1ccc(Br)cc1)Nc1nc2c(s1)CCCCCC2	18%	5%	·	·	1.2%	4%	·	i	16%
Cc1ccc(C)c(Nc2ncnc3c2cnn3-c2ccc(F)cc2)c1	-11%	-38%	·	·	7.6%	19%	·	?	-3%
COC(=O)c1cc(NC(=O)C(C)c2ccc(CC(C)C)cc2)ccc1O (stereo unspecified)	?	-22%	-15%	-21	0.6%	0%	15µM*	i	7%
Cc1cc(C)n2nc(-c3ccc(F)cc3)cc2n1	-5%	-14%	·	23	?	·	·	i	·
C=CC[C@H](CC(=O)NCCO)C(=O)N[C@@H](C)COC(=O)[C@@H](CC=C)CC(=O)OC(C)(C)C	12%	-4%	-9%	5	0.1%	3%	22%	i	-6%
CC(=O)N1CCOc2ccc(S(=O)(=O)N3CCC(C(=O)Nc4ccc(C)c(C)c4)CC3)cc21	-15%	-5%	16µM*	-2	-0.4%	-16%	1%	i	-18%
COc1cc(CCC(=O)Nc2nnc(C)s2)cc(OC)c1OC	0%	5%	?	22	-0.4%	-3%	10µM*	?	1%
Cc1nc2ccccc2n1C1CC(=O)N(N(C)C)C1=O (stereo unspecified)	-23%	-2%	8%	0	-0.6%	0%	-1%	i	0%
CCOC(=O)C1CCN(C(c2cccc(F)c2)c2sc3nc(C)nn3c2O)CC1 (stereo unspecified)	1%	-25%	-2%	16	0.3%	-16%	9%	i	3%
CCCc1cc(=O)[nH]c(SCC(=O)N(CC)C2CCS(=O)(=O)C2)n1 (stereo unspecified)	9%	0%	8%	26	-0.9%	6%	-1%	i	-6%
Cc1ccccc1NC(=O)c1ccc(Cl)c(S(=O)(=O)N2CCCCCC2)c1	?	-24%	6%	·	0.5%	-1%	·	i	9%
CCOCCCNCC(=O)N1CCN(S(=O)(=O)c2ccc(C)cc2)CC1	-4%	-19%	·	1	-0.5%	-9%	-11%	i	-3%
COc1ccc(/C=C/C(=O)Nc2ccccc2C(=O)NCC(c2ccc(OC)cc2)N(C)C)cc1 (stereo unspecified)	-3%	-15%	?	-78*	3.5%	?	?	?	0%
NS(=O)(=O)c1cccc(NC(=O)CNC(=O)CC23CC4CC(CC(C4)C2)C3)c1	-7%	-18%	-23%	13	0.0%	15%	1%	i	-14%
CCn1c(O)c(/C=N/N=C2CCCCC2)c2cc(C3=NNC(=O)CC3)ccc21	0%	-3%	-13%	-4	2.6%	-2%	1%	i	-13%
COc1cc(-c2noc(-c3ccc(N(C)C)c([N+](=O)[O-])c3)n2)cc(OC)c1OC	0%	0%	?	·	0.3%	1%	·	i	-13%
COc1ccc2c(c1)C=C(C(=O)NCc1ccc(Cl)cc1)CO2	-42%	-31%	?	?	3.2%	-14%	9%	i	-6%
O=C(NNC(=O)c1ccccc1F)c1cccc(Cl)c1	-12%	1%	23%	0	2.7%	15%	6%	i	-3%
O=S(=O)(c1ccccc1F)N1CCc2ccccc2C1	22%	6%	-7%	31	-0.4%	3%	-1%	i	1%
COc1ccc(C)cc1NC(=O)CCCN1C(=O)C2CC=CCC2C1=O (stereo unspecified)	0%	-39%	1%	1	-1.2%	-14%	10%	?	-3%
Cc1ccc(CNC(=O)c2nc3nc(C)cc(C)n3n2)cc1	12%	-2%	1%	4	0.7%	4%	22%	i	-3%
CCN(CC)CCNc1nc(-c2ccco2)c2c(c1C#N)CC(C)(C)OC2	21%	-8%	14%	-4	-0.6%	-9%	16%	i	?
CCCN(CC#CC(O)(c1ccccc1)c1cccnc1)CCC (stereo unspecified)	-9%	-47%	-5%	-6	0.8%	-1%	-10%	i	0%
Cc1cccc(CNC(=O)c2sc(=O)n(Cc3c(C)cccc3C)c2C)c1	?	-6%	·	-17	3.0%	6%	·	i	·
CC(C)n1nc(C(=O)Nc2ccccc2N2CCOCC2)c2ccccc2c1=O	-5%	-17%	20%	0	1.5%	-32%	?	i	10%
Cc1cc(C)cc(NC(=O)c2cnn(-c3ccccc3)c2C2CCNCC2)c1	-21%	-23%	6%	-26	0.1%	·	7%	i	6%
CN(C)C(=S)Oc1ccccc1C1(C)OCCO1	-18%	-5%	·	-16	0.1%	·	·	i	·
O=C(Nc1nnc(-c2ccco2)o1)c1ccc(N2C(=O)CCC2=O)cc1	?	5%	6%	3	-0.6%	-5%	-1%	i	-11%
Cn1cc(-c2cc3n(n2)CCC(=O)N3CCCC(=O)Nc2ccc(Cl)cc2)c2ccccc21	1%	1%	·	·	-0.6%	-21%	·	i	0%
CN(C)CC1CCCCC1OC(=O)c1ccc(Cl)cc1 (stereo unspecified)	-5%	-43%	-1%	-3	0.0%	-4%	-2%	i	-4%
CCNc1nc(Cl)nc(N(NC(C)=O)C(C)C)n1	-4%	10%	-2%	0	-0.3%	-10%	5%	i	-4%
Cc1cc(Cl)c(O)c(-n2nc3ccccc3n2)c1	3%	-7%	12%	3	2.4%	12%	2%	i	2%
Cc1ccccc1CC1(CO)CCCN(Cc2ccc3c(c2)OCCO3)C1 (stereo unspecified)	-12%	-35%	0%	-6	-0.3%	·	?	i	-1%
COc1cc(CN2CC(=O)N(c3cc(Cl)ccc3C)C2=S)cc(OC)c1OC	?	-32%	-25%	9	?	·	6%	?	2%
O=C(NCc1cccs1)c1ccc(Cn2c(SCc3cccc(F)c3)nc3cccnc32)cc1	?	-36%	?	·	0.0%	·	·	·	?
Cc1ccccc1/C=N/N1C(=O)CSC1=S	-19%	-9%	2%	-5	0.9%	·	2%	i	-4%
CSc1nc(C(=O)N2CCCC(N3CCN(c4ccccc4C)CC3)C2)cs1 (stereo unspecified)	5%	-35%	-22%	5	-0.6%	-26%	?	i	-11%
O=C(OCc1nnc(-c2ccccc2)o1)c1cc(=O)[nH]c2ccccc12	2%	2%	3%	-12	0.6%	0%	-3%	i	-11%
Cc1ccccc1C(=O)Nc1nnc(-c2ccco2)s1	11%	3%	?	-15	2.7%	?	24%	i	-6%
COc1ccc(/C=C/C(=O)CC(O)(c2ccccc2)C(F)(F)F)cc1 (stereo unspecified)	?	10µM*	-2%	?	17%	-21%	?	i	3%
Cc1cn(C)c(CC(=O)NCc2ccccc2)c1C(=O)O	?	5%	·	·	0.6%	5%	·	i	0%
O=C(O)c1ccc2cccnc2n1	-22%	11%	7%	69	-0.7%	3%	-6%	i	0%
Cc1cc(C)c(S(=O)(=O)c2c(C)cccc2C)c(Cl)n1	23%	-6%	?	5	-0.6%	0%	-1%	i	9%
Cc1cc2c(c(=O)n1CCc1ccccc1)C(c1ccco1)C(C#N)=C(N)O2 (stereo unspecified)	3%	-26%	3%	4	?	-6%	-3%	i	-2%
COc1ccc(Cl)cc1N(CC(=O)Nc1ccc2c(c1)OCO2)S(C)(=O)=O	-22%	-14%	2%	-9	0.5%	-37%	2%	i	-3%
